Screens as filed in PubChem BioAssay.
BH1578 lux ind = inducers of Vibrio cholerae quorum light production without autoinducers, primary screen, BH1578 luxS cqsA deficient, single point; V. cholerae BH1578 lux reporter, luminescence, 6 h; activation, % at 18.7 µM; 350,000 compounds, 0.16% hits; in the data active = activation mostly above about 9.7%, no sharp cut-off; note: not every result past the cut was called active; inactives centre near 0; reference of the scale not given here
DUSP3 inh = VHR1 phosphatase inhibitors, primary screen, biochemical, absorbance, uHTS | Dual specificity protein phosphatase 3 (Homo sapiens), P51452 | recombinant VHR phosphatase, pNPP absorbance | inhibition, % at 13.3 µM | 290,000 compounds, 0.52% hits | AID 1654, 2009; in the data active = inhibition above about 50%; note: some compounds called inactive have numbers as strong as hits
Target sequence (P51452 whole entry, looked up): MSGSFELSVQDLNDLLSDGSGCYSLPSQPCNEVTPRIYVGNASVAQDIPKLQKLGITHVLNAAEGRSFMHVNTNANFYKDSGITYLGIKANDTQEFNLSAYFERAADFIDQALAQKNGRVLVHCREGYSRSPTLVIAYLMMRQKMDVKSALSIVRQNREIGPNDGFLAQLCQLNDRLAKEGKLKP
SSB-PriA inh = inhibitors of Klebsiella pneumoniae PriA binding to SSB C-terminal tail, primary screen, biochemical, AlphaScreen. PriA–SSB C-terminal tail interaction (Klebsiella pneumoniae). AlphaScreen SSBct-PriA binding, biotinylated peptide. inhibition, % at 33 µM. 430,000 compounds, 0.6% hits; in the data active = inhibition mostly above about 37%, no sharp cut-off; inactive = mostly below about 20%;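 note: plate controls were negative control peptide for no effect and reference peptide for full effect; strong numbers were not always called active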
Yp Topo-I inh = Yersinia pestis topoisomerase I inhibitors, primary screen, biochemical, cleavage product accumulation, plate reader, single point. Y. pestis Topo-I cleavage product accumulation. activity, % at 10 µM. 360,000 compounds, 0.064% hits; in the data active = activity above about 50%, passing the limit was not always enough; note: inactives centre near 2
BoNT-A LC inh2 = BoNT/A light chain protease inhibitors, primary screen, biochemical, flow cytometry, MLPCN library. 360,000 compounds, 0.17% hits. inhibition, % at 10 µM. multiplex microsphere protease substrate cleavage; note: plate controls were buffer without enzyme for full effect and enzyme alone for no effect
TcdB inh = TcdB glycohydrolase inhibitors, primary screen, biochemical, single point, plate reader | Toxin B (Clostridioides difficile), P18177 | TcdB glycohydrolase enzymatic assay | inhibition, % at 9.99 µM | 350,000 compounds, 0.24% hits | AID 652162, 2013; in the data active = inhibition above about 10%
Anthrax LF prot = Bacillus anthracis LF protease inhibitors, primary screen, biochemical, multiplex microsphere, MLPCN library. multiplex microsphere protease cleavage assay. inhibition, % at 10 µM. 360,000 compounds, 0.12% hits. AID 588501, 2011; note: plate controls were buffer without enzyme for full effect and enzyme alone for no effect
Target sequence (P15917 whole entry, looked up): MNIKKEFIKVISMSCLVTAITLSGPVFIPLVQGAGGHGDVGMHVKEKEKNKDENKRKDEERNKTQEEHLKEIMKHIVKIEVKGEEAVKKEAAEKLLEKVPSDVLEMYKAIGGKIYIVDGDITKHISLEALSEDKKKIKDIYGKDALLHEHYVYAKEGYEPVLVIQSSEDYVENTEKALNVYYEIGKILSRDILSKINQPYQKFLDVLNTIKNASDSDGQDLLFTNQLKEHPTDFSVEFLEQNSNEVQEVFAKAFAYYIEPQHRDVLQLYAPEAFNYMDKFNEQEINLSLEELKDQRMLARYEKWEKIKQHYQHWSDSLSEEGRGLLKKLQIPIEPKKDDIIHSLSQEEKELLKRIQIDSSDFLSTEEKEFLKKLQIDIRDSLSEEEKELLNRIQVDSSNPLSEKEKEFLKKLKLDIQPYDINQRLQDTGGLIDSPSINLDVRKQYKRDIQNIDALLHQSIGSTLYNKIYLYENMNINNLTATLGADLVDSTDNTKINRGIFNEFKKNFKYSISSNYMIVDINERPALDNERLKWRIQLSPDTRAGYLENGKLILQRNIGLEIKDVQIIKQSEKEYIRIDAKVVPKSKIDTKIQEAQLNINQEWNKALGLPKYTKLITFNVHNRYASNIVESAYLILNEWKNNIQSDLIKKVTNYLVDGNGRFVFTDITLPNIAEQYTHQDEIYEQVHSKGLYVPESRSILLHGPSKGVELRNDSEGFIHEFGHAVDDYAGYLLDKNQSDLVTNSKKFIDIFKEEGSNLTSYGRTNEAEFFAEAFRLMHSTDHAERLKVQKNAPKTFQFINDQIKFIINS
PfHsp40 rescue = rescue of yeast from PfHsp40 toxicity, primary screen, S. cerevisiae, ATP luminescence; growth rescue, % at 12.5 µM; 340,000 compounds, 0.68% hits; AID 504582, 2011; S. cerevisiae expressing PfHsp40, growth rescue; in the data active = growth rescue above about 28%, passing the limit was not always enough;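 note: yeast W303a lacking pdr1 and pdr3 grown in galactose medium; growth measured after three days at 30 °C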
CCHFV vOTU inh = CCHFV vOTU protease inhibitors, primary screen, biochemical, Pep-AMC substrate, fluorescence; Crimean-Congo hemorrhagic fever virus L polyprotein viral ovarian tumor (vOTU) protease …; inhibition, % at 11.5 µM; 370,000 compounds, 0.55% hits; in the data active = inhibition above about 30%; note: 0% = vehicle wells with enzyme and 100% = no enzyme wells
SARS 3CLpro inh = SARS-CoV 3CLpro protease inhibitors, primary screen, biochemical, quenched FRET. Replicase polyprotein 1ab (Severe acute respiratory syndrome coronavirus), P0C6X7. recombinant SARS-CoV 3CLpro, quenched FRET peptide cleavage. inhibition, % at 6 µM. 290,000 compounds, 0.14% hits. AID 1706, 2009; in the data active = inhibition above about 12%
Starred values were filed as active, the others as inactive; i = inactive; · = not tested or not shown; & = joins results of further samples. Cut-off read from the data, not from the text of the source, unless noted: active = inhibition above about 30%; inconclusive = no clear call, values can overlap the other calls; inactive = below that.

SMILES	BH1578 lux ind	DUSP3 inh	SSB-PriA inh	Yp Topo-I inh	BoNT-A LC inh2	TcdB inh	Anthrax LF prot	PfHsp40 rescue	CCHFV vOTU inh	SARS 3CLpro inh
COc1ccc(N2CCN(C(=O)CSc3nnc(NC(=O)C4CC4)s3)CC2)cc1	-0.7	15.1	6.4	-0.2	-1.1	-0.5	1.1	-0.2	-4.6	-1.4
COc1cccc2c1C(CO)N1C(C#N)C3CC(C(=O)O)C(C1C2)N3C (stereo not given)	-0.3	19.4	1.8	3.2	-0.9	1.1	-4.3	-1.0	-9.5	-1.3
Cc1nc(-n2nnc3cc(C)c(C)cc32)c2c3c(sc2n1)CCCC3	·	18.9	-12.4	5.9	-1.8	·	-18.9	-0.1	6.1	-0.1
N#Cc1ccc(-c2ccc3nccn3c2)cc1	i	·	·	2.2	-0.3	0.9	-6.2	·	-10.5	·
CSc1ncc(/C=C2/C(=O)NC(=O)N(C)C2=O)cn1	i	24.2	-0.3	-3.7	-0.3	·	0.1	-1.1	-3.7	-3.1
Cc1ccccc1OCCNc1cc(N2CCN(CCO)CC2)ccc1[N+](=O)[O-]	-0.2	-4.3	41.6*	-3.6	0.4	·	-5.4	-1.9	4.6	3.5
N#CC1=C2SCN(c3ccccc3)CN2C(=O)CC1c1c(Cl)cccc1Cl (stereo not given)	-0.3	8.7	5.2	2.6	0.1	0.0	-8.5	1.0	-1.9	1.2
Cc1ccc(OCC(=O)Nc2nnc(C3CCCO3)s2)c(Br)c1 (stereo not given)	-0.2	-0.6	-15.6	2.1	-0.4	0.8	0.6	1.6	-3.5	4.0
COc1ccc(/C=C/C(=O)NC(=S)NN2CCCCC2c2cccnc2)cc1OC (stereo not given)	-0.3	11.9	-5.4	-1.1	-0.1	0.4	-2.4	1.3	-0.8	1.9
NC(=O)OCC(COC(N)=O)c1ccccc1	6.2&1.6	0.9	6.5	5.8&0.8	-1.3&-0.2	0.9&1.3	-11.1&0.3	0.4&-1.8	2.8&-1.3	-6.0
CCCCN(C=O)c1c(CC)nc2c(OCc3ccccc3C(=O)OC)cccn12	-0.6	·	·	33.3	-0.3	0.5	-3.2	·	-4.1	·
COc1ccc(NC(=O)O/N=C/c2ccccc2)cc1	-2.3	-17.8	·	0.0	-2.2	0.0	7.3	8.6	-5.4	-3.4
CC1CCCCC1NC(=O)C1Cc2ccccc2CN1S(C)(=O)=O (stereo not given)	0.0	2.6	-4.3	-4.8	-0.1	·	2.6	-0.2	0.8	-5.9
CC(C)c1nnc(SCc2ccc(CSc3nnc(C(C)C)n3N)cc2)n1N	-0.9	21.3	-9.8	-0.9	0.2	·	-1.4	0.4	-1.0	-4.6
Cc1ccc(S(=O)(=O)N2[C@@H](c3ccccc3F)C(C(=O)O)=CC[C@H]2c2cccs2)cc1	0.0	·	-3.3	10.7	-0.7	0.3	2.0	0.4	9.8	·
CC(OC(=O)c1snc(C(=O)NC2CCCCC2)c1N)C(=O)NC1CCCCC1 (stereo not given)	-0.3	4.4	-7.0	0.1	-1.6	·	1.3	-1.1	-10.4	-1.6
COC(=O)N1c2ccccc2CCc2ccccc21	-1.3	-32.3	3.9	1.7	-0.9	0.2	0.6	-1.4	2.0	5.2
O=C(c1ccncc1)N(Cc1cc2ccccc2[nH]c1=O)C1CCCCC1	-0.3	18.0	-1.1	6.7	-0.7	·	-0.7	0.1	6.9	-1.2
CC(C)Nc1nnc(SCC(=O)Nc2ccc(F)cc2)s1	-0.4	14.1	-4.7	-9.2	0.2	0.6	-4.5	1.1	0.5	-1.9
COc1cccc(-c2cnc(C(O)c3ccc(C)cc3C)[nH]2)c1 (stereo not given)	i	·	·	-4.7	-0.4	1.1	-3.8	·	5.3	·
CCCC(C)C(=O)NC1CCSC1=O (stereo not given)	i	-10.8	-4.5	-2.4	0.1	·	1.3	-1.1	-4.2	1.9
Cc1cc(CNC(=S)Nc2cccc(Cl)c2Cl)nn1C	-0.2	26.4	-2.7	-9.4	-1.8	0.8	-0.5	-0.8	7.4	3.9
CC1CCN(C(=O)CSc2nnc(CNC(=O)c3c(F)cccc3F)o2)CC1	-0.7	-2.5	-8.9	0.3	3.6	0.5	-2.7	-0.5	-1.4	-1.6
NC(=O)c1sc2nc3c(c(-c4ccccc4)c2c1N)CCC3	-6.2	22.2	-1.6	1.6	-3.3	·	-1.4	0.9	9.5	2.8
O=S(=O)(N/N=C/c1ccc(Cl)cc1)c1ccc(Cc2ncc(C(F)(F)F)cc2Cl)s1	-0.3	14.6	·	33.9	-1.6	·	-2.0	-0.4	10.1	-0.5
Cc1csc(=O)n1CC(=O)OCc1nnc(-c2ccc([N+](=O)[O-])cc2)o1	-0.6	·	-6.4	-3.2	-1.2	-0.6	-9.7	0.6	-2.1	·
Cc1ccc(CNC(=O)COC(=O)c2cccnc2Cl)cc1	i	·	-12.7	-5.7	-0.6	9.1	0.1	0.6	12.9	·
COc1cc2c(cc1OC)-c1cc(N3CCc4ccccc43)nc(=O)n1CC2	-0.7	16.6	-1.8	5.9	·	1.9	·	-0.1	-18.8	2.3
O=C1CN(C(=O)c2cccc(Br)c2)c2ccccc2N1	-0.3	5.8	-4.5	5.2	0.6	2.5	-2.7	0.5	12.5	5.8
COC(=O)c1cc(OC)c(OC)cc1NC(=O)Nc1cccc(C(C)=O)c1	i	35.6	-17.0	-6.8	0.3	0.5	3.2	-0.5	0.3	1.1
CC(=O)OC1C(N2CCCCC2)c2c(ccc(/C=C/C(=O)N3CCCCC3)c2O)OC1(C)C (stereo not given)	-0.1	34.4	-1.6	14.1	-0.2	2.9	1.7	-0.6	-9.0	-0.7
O=C(CN1CCCCC1)N1c2ccccc2CCc2ccccc21	i	8.3	-9.9	3.1	-1.1	·	2.9	-1.7	-5.8	-2.0
c1ccc(CN2CCOCC2)cc1	5.3	11.3	-7.4	1.5	-0.2	·	0.7	-1.0	-12.7	-2.8
Cc1ccc(S(=O)(=O)Nc2ccc(N3CCOCC3)nc2)cc1	1.2	-2.4	7.8	-15.8	0.2	-1.1	-3.0	0.5	-6.7	1.3
COc1ccc(C2CC(c3cccc(C(F)(F)F)c3)=NN2c2ccc(S(N)(=O)=O)cc2)cc1 (stereo not given)	i	·	-17.9	22.3	0.5	0.7	-0.3	-0.3	-102.5	·
NC(c1ccccc1)c1csc(Nc2cc(Oc3ccccc3)ncn2)n1 (stereo not given)	-0.4	·	·	1.7	-0.4	-2.3	-7.3	·	14.9	·
Cc1ccc(C(=O)NC2CC(=O)N(c3ccc4c(c3)OCCO4)C2)cc1[N+](=O)[O-] (stereo not given)	i	·	-6.1	4.5	-3.5	1.0	-1.8	-0.3	0.1	·
CC(=O)N/C(=C/c1ccc2c(c1)OCO2)C(=O)Nc1ccccc1	-0.2	12.4	-16.9	-5.1	-0.2	0.5	0.1	-2.0	3.1	-1.5
Cc1ccc(CSCC(=O)NCc2ccco2)cc1	i	20.7	4.2	5.6	0.0	0.1	1.3	-0.1	-1.5	1.2
Cc1ccc(S(=O)(=O)N2CC(O)C2)cc1	-0.6	·	-12.7	1.0	-0.1	0.5	-6.2	1.0	-6.5	·
O[C@H]1C[C@H](c2ccc(Cl)cc2)N(Cc2cccs2)C[C@@H]1n1cc(C2CC2)nn1	-0.7	·	·	24.1	-0.3	0.8	-0.2	·	9.7	·
CCCCNC(=O)C(Sc1ccccc1)c1ccccc1 (stereo not given)	i	-1.5	-6.6	-5.3	0.5	-7.9	-1.1	0.1	-0.3	3.7
CSCC[C@H](NC(=O)Nc1ccc(C)cc1)C(=O)O	-0.6	-6.2	-3.4	3.0	-1.1	0.1	-3.9	-2.8	9.3	2.4
CN(C(=O)COC(=O)C1=COCCO1)c1c(N)n(Cc2ccccc2)c(=O)[nH]c1=O	-0.6	·	0.3	5.1	0.2	2.8	1.1	-0.1	-7.1	·
COC(=O)c1cc(OC(=O)CCc2ccc(OC)c(OC)c2)cc(C(=O)OC)c1	-0.3	-7.7	-4.2	14.7	-5.6	1.8	0.4	-0.2	-12.5	5.9

Next section, starting with the last 3 of the part before.
SMILES	BH1578 lux ind	DUSP3 inh	SSB-PriA inh	Yp Topo-I inh	BoNT-A LC inh2	TcdB inh	Anthrax LF prot	PfHsp40 rescue	CCHFV vOTU inh	SARS 3CLpro inh
CSCC[C@H](NC(=O)Nc1ccc(C)cc1)C(=O)O	-0.6	-6.2	-3.4	3.0	-1.1	0.1	-3.9	-2.8	9.3	2.4
CN(C(=O)COC(=O)C1=COCCO1)c1c(N)n(Cc2ccccc2)c(=O)[nH]c1=O	-0.6	·	0.3	5.1	0.2	2.8	1.1	-0.1	-7.1	·
COC(=O)c1cc(OC(=O)CCc2ccc(OC)c(OC)c2)cc(C(=O)OC)c1	-0.3	-7.7	-4.2	14.7	-5.6	1.8	0.4	-0.2	-12.5	5.9
O=C(CC1SC(=NCCc2ccccc2)N(/N=C/c2cccs2)C1=O)Nc1ccc(Cl)cc1 (stereo not given)	1.5	-7.5	·	-9.5	-0.8	0.8	-1.9	1.2	9.3	3.3
CNC(=S)c1cc(C(C)(C)C)c(O)c(C(C)(C)C)c1	0.3	16.2	-5.2	-8.2	-0.4	-0.4	2.5	-0.9	-2.9	-2.4
O=C(O)Cc1ccc2ocnc2c1	i	28.7	-15.8	-2.9	1.1	·	3.4	0.3	-8.6	-3.5
COc1ccc(C2/C=C\CN(C(=O)c3ccc(C)cc3)[C@H](Cc3ccccc3)C(=O)N2Cc2ccc(F)cc2)cc1 (stereo not given in full)	-0.6	14.9	0.4	-7.1	0.2	·	-1.5	-1.2	·	·
CC1=C(C(=O)Nc2ccccc2)C(c2cccc([N+](=O)[O-])c2)Nc2nc3ccccc3n21 (stereo not given)	-0.2	-16.4	-2.6	2.2	-2.8	·	-1.7	0.3	-5.3	-5.3
CC(C)c1ccc(NC(=O)NCc2ccc(F)cc2)cc1	-0.2	25.7	-5.8	0.7	-0.1	1.0	0.8	3.0	-0.7	0.4
Cc1ccc(C)c(S(=O)(=O)Nc2ccc(O)c3ccccc23)c1	i	8.1	-1.0	-9.2	-1.6	-0.2	0.5	-0.4	62.3*	3.9
Nc1nc2c(Br)ccc(Br)c2cc1C(=O)NCc1cccc2ccccc12	·	·	·	·	1.6	1.2	-1.8	·	4.6	·
COC(=O)C1=C(C)N(Cc2ccco2)C(=O)/C1=C\c1ccc(N(C)C)cc1	-3.3	4.6	5.1	-9.1	-1.2	·	-2.9	-1.3	-16.1	2.4
O=C(CNC(=O)c1ccc(F)cc1)N/N=C/c1cccnc1	-0.3	33.1	·	2.2	0.0	0.5	1.0	-0.1	2.3	-0.7
COc1cccc(C(=O)CC(=O)C(=O)Nc2ccc(C)cc2Cl)c1	1.2	-16.5	-7.6	-6.7	-3.3	0.5	2.4	0.7	14.4	0.2
O=C(O)CC/C(=C\c1cccc(NC(=O)c2ccccc2Cl)c1)c1nc2ccccc2s1	-0.9	16.7	2.1	-10.5	1.3	-0.5	-6.3	-0.7	9.3	5.4
Cn1c(C(=O)NCC2CCCO2)cc2c(=O)n3ccccc3nc21 (stereo not given)	-3.7	3.8	-7.4	1.0	1.1	·	1.4	-1.9	-294.8	3.4

An excerpt; count on the stated rates, not on these rows.
